TLR4-MyD88 BLA: inhibitors of TLR4-MyD88 association in cells, primary screen, cell-based, HeLa CL3-4, BLA complementation, FRET ratio | Toll-like receptor 4 (Homo sapiens) + Myeloid differentiation primary response protein … | HeLa CL3-4 TLR4/MyD88 BLA complementation | inhibition, % at 8.4 µM | 0.18% of 200,000 active | AID 861, 2007; in the data active = inhibition above about 25%;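 note: 0% = vehicle and 100% = reference inhibitor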
Target sequence (O00206 whole entry, looked up): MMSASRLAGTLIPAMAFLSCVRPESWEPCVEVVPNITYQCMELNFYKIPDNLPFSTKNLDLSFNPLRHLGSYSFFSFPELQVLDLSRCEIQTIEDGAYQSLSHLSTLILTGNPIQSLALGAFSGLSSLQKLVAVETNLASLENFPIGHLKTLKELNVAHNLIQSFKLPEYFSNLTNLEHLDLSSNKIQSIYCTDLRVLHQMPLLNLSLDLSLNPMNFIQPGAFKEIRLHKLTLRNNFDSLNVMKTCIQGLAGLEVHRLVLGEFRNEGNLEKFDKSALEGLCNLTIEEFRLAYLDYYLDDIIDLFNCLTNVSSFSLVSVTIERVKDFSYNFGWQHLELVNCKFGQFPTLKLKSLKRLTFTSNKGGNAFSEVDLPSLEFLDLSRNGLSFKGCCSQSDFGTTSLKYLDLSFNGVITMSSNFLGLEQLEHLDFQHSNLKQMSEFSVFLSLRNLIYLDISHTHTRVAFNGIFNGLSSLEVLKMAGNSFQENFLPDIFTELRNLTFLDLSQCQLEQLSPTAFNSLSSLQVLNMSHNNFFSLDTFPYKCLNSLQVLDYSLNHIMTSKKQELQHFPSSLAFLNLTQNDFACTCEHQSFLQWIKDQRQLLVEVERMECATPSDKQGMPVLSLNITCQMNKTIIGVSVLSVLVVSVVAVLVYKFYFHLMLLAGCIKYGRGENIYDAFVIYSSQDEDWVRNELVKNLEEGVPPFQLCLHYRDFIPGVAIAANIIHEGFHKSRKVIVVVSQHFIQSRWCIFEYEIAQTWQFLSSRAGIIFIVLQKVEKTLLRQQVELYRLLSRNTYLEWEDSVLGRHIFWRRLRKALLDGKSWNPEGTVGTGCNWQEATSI
Target sequence (Q99836 whole entry, looked up): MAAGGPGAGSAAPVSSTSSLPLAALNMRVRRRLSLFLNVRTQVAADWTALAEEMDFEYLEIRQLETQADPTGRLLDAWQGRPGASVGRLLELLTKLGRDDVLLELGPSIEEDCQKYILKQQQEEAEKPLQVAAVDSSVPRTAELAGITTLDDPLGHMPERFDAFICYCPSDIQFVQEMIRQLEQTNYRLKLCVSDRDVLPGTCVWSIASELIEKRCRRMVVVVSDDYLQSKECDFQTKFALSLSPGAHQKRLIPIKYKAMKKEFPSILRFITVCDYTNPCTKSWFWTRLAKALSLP
NF-kB expr up: activators of NF-kB expression in neurons, primary screen, cell-based, HTS; fold change at 12.5 µM; 1.6% of 190,000 active; human neuronal cells, NF-kB reporter expression; active compounds read high; AID 1239, 2008; in the data active = fold change above about 3.3
FLuc inhib CS: firefly luciferase enzyme inhibitors, primary screen, artefact control for luciferase-based inhibitor screens, biochemical, luminescence, ATPLite; 10 min; 1.5% of 200,000 active; inhibition, % at 10 µM;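 active = inhibition above about 50% when tested at 10 µM, limit read from the data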
FLuc stim CS: FLuc activators, initial screening, artefact control for FLuc-dependent activation tests, biochemical, ATPlite luminescence; Luciferin 4-monooxygenase (Photinus pyralis), P08659; ATPlite luciferase biochemical, 10 min; 0 = ATP-free wells, 1 = DMSO control; 200,000 tested, under 10 active; activation factor at 10 µM;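 active = luciferase activation factor, scaled between plate controls, of at least 2 with compound at 10 µM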
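Assay system: Luciferase/luciferin detection reagent, cell-free biochemical luciferase assay / Read-out: luciferase activation / Benchmarks: No-ATP low control, compound-free enzyme-plus-ATP high control / Medium: PBS buffer for ATP / Detection: luminescence measurement of luciferase light output / Schedule: 10 min at ambient temperature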
Diaphorase inh: diaphorase inhibitors and chemical oxidizers, primary screen, counter-screen for diaphorase-coupled primary assays, biochemical, uHTS, resorufin fluorescence | diaphorase resazurin-to-resorufin fluorescence, NADH, 16 min; bacterial (C. kluyveri) enzyme, not human | inhibition, % at 20 µM | 0.69% of 190,000 active | AID 1217, 2008;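 active = primary screen inhibition at 20 µM above a set limit, cut at about 50% in these data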;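 note: plate controls were DMSO with full reaction for no effect and wells lacking NADH for full effect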
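Benchmarks: positive control wells lacking NADH, neutral wells with DMSO only. System: bacterial diaphorase enzyme (C. kluyveri). Input: 0.14 U/mL diaphorase, enzyme working solution. Detection: resorufin fluorescence, excitation 544 nm, emission 590 nm. Times: 16-min room-temperature incubation before reading.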
APP 5'UTR act: activators of APP 5'UTR luciferase reporter, primary screen, SH-SY5Y cells | SH-SY5Y APP 5'UTR luciferase reporter, luminescence; zero percent = DMSO vehicle wells | activation, % at 2 µM | 1% of 190,000 active | AID 1276, 2008;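 active = activation above a set limit, based on mean plus 3 SD of controls, cut at about 140% in these data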; note: values of inactives mirror those of a sister screen read the other way
APP transl inh: inhibitors of APP translation via 5'UTR reporter, primary screen, APP 5'UTR luciferase, SH-SY5Y cells; SH-SY5Y APP 5'UTR-luciferase reporter, luminescence; inhibition, % at 2 µM; 0.82% of 190,000 active; AID 1285, 2008;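 active = inhibition above a set limit, derived from the sample mean plus 3 SD, cut at about 45% in these data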; note: values of inactives mirror those of a sister screen read the other way
STAT1 act: STAT1 signaling activators, primary screen, cell-based, HTS, luciferase reporter; NIH 3T3 STAT1-luciferase reporter, IFN-gamma, luminescence; 100% = IFN-gamma alone, no compound; activation (% of control), % at 5.5 µM; 2.6% of 200,000 active; AID 932, 2007;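 active = activation above the screen-wide mean activation plus 3 SD, cut at about 130% in these data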;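 note: raw ratio to IFN-gamma control signal so 100% means no change and 0% no light; values of inactives mirror those of a sister screen read the other way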
G6PDH CS: L. mesenteroides G6PDH inhibitors, counter-screen for G6PDH-coupled screening assays, biochemical, Leuconostoc mesenteroides enzyme; Purified L. mesenteroides G6PDH, diaphorase/resazurin coupled fluorescence, 45 min; AID 1020, 2008; inhibition, % at 5 µM; glucose-6-phosphate dehydrogenase [Leuconostoc mesenteroides]; 0.12% of 200,000 active; in the data active = inhibition above about 50%
Diaphorase act: compounds boosting diaphorase resazurin reduction – biochemical, uHTS, resorufin fluorescence, counter-screen for diaphorase-coupled primary assays, primary screen; activation factor at 20 µM; Diaphorase/resazurin coupled assay, 16 min; active compounds read high; 1 = vehicle wells, 0 = NADH-free wells; 0.005% of 190,000 active; AID 1229, 2008;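 active = diaphorase activity raised at least twofold by the compound at 20 µM; inactive = activation factor below 2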
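Material: Clostridium kluyveri diaphorase, purified enzyme; Quantity: enzyme 0.07 U/mL final; Medium: HEPES pH 7.4 buffer with MgCl2 and Tween 20; Dosing: single compound dose of 20 µM, 1% DMSO final; Schedule: 16 min reaction at room temperature; Measured by: red resorufin fluorescence at 544/590 nm excitation/emission.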
* = called active by the depositor; x = no result given.

SMILES	TLR4-MyD88 BLA	NF-kB expr up	FLuc inhib CS	FLuc stim CS	Diaphorase inh	APP 5'UTR act	APP transl inh	STAT1 act	G6PDH CS	Diaphorase act
CSc1ncc(CN2CCN(C(C)C)C(CCO)C2)cn1 (stereo not drawn)	-1	0.86	-5	1.1	2	-5	6	103	10	1
CC1CCCC(C)N1C(=O)c1cc(-c2cccs2)on1 (stereo not drawn)	5	1.6	-2	1	9	36	-36	109	6	0.9
CC(=O)c1ccc(OCCCC(=O)OCC(=O)N2CCN(c3ccccc3)CC2)cc1	0	1	-7	1.1	25	9	-9	102	-8	0.8
CC(C)C(=O)c1cn(CC(=O)NCc2ccc3c(c2)OCO3)c2ccccc12	-4	1.2	2	1	11	-3	3	95	13	0.9
O=C(c1cccs1)N1CCN(C(=O)c2ccco2)c2ccccc2C1	13	1.2	-9	1.1	6	-17	17	94	3	0.9
Cc1cccc(N2C(N)=C(C#N)C(C#N)(C#N)C2c2ccccc2)c1 (stereo not drawn)	-2	1.3	-3	1	16	x	x	97	19	0.8
O=S(=O)(N1CCOCC1)n1cnc2ccccc21	7	1.2	-3	1	-3	-8	8	99	8	1
C#CCNc1c(C)c(C)nc2ncnn12	4	1.1	-4	1	13	-4	4	102	-8	0.9
O=C(c1cnccn1)N1CCc2ccccc21	-3	1.3	-4	1	-8	-2	2	103	10	1.1
NC(=O)C1CCN(C2CC(=O)N(c3cccc(F)c3)C2=O)CC1 (stereo not drawn)	3	1.2	-5	1.1	3	3	-4	92	-2	1
O=C(COC(=O)[C@H](Cc1ccccc1)NC(=O)c1cccs1)Nc1c(Cl)cccc1Cl	9	0.92	-9	1.1	12	1	-2	100	-16	0.9
Cc1nc(Nc2nc(CSc3nc4ccccc4[nH]3)cc(=O)[nH]2)nc2ccccc12	3	0.25	-3	1	31	4	-4	87	0	0.7
COc1cc(-c2nnc3sc(-c4cccs4)nn23)cc(OC)c1OC	-9	0.37	-3	1	19	-8	8	105	3	0.8
COc1cc(CNc2ccc3[nH]c(=O)[nH]c3c2)cc(Cl)c1OCC(=O)NC(C)(C)C	4	0.59	-3	1	73*	16	-16	106	-52	0.3
OCc1cn(-c2ccccc2)nc1-c1ccc(-c2nn(-c3ccccc3)cc2CO)cc1	1	0.91	-2	1	20	9	-10	128	12	0.8
COc1ccccc1CN1C[C@@H]2C[C@@H](c3ccc(Cl)cc3)N3CCC[C@@]23C1=O	-8	0.98	-2	1	24	5	-5	98	19	0.8
Cc1ccc(NC(=O)c2oc3ccc(S(=O)(=O)N4CCOCC4)cc3c2C)cc1C	7	1	-3	1	11	1	0	103	-2	0.9
CC(CCc1ccccc1)NC(=O)CN1CCc2ccccc2C1 (stereo not drawn)	-1	0.85	-1	1	7	13	-13	96	2	0.9
O=C(O)CSCCn1cccn1	3	1	0	1	7	-2	2	102	7	0.9
CCOC(=O)C1C(c2cccc(F)c2)NC(=S)NC1(O)C(F)(F)F (stereo not drawn)	8	1.2	-7	1.1	8	-9	9	97	3	0.9
CC(C)(C)OC(=O)N1CCC(NC(=O)c2[nH]cnc2C(=O)N[C@@H](Cc2ccccc2)C(=O)OCc2ccccc2)CC1	-5	0.54	1	1	19	-19	19	101	9	0.8
CCn1nc(C)c(Oc2ccccc2O)c1C	7	1	-9	1.1	6	-7	7	104	13	0.9
CCOC(=O)CSc1nc(N)c(C#N)c(-c2cccs2)c1C#N	4	1.1	-1	1	-3	-13	13	89	2	1
CCn1c(COc2ccc(C)cc2)nnc1SCC(=O)Nc1ccc2c(c1)OCCO2	-6	1.1	1	1	13	3	-3	103	6	0.9
CC1(C)CC(N2CCCCC2)=CC(=[N+]2CCCCC2)C1	-6	1.1	-3	1	9	-8	8	70	4	0.9
CCOC(=O)c1[nH]c2ccc(Br)cc2c1NC(=O)CCN1CCC(C(=O)OCC)CC1	0	0.81	-6	1.1	19	2	-2	88	-44	0.8
COc1cc2c(cc1OC)C1=C(C#N)CCC(=O)N1CC2	-10	0.87	-4	1	16	-1	1	97	2	0.8
CCc1cc2c(=O)n(CC(C)C)cnc2s1	10	1.5	3	1	6	32	-32	128	-1	0.9
CCCSc1ccc2nc(NC(=O)OC)[nH]c2c1	-1	1.8	23	0.8	-1	-92	92*	128	14	1
O=C(Cc1cccc2ccccc12)N/N=C/c1ccc(F)cc1	3	1.4	7	0.9	-8	15	-15	100	1	1.1

Filtered by structure: the compounds so far with an aryl thioether with sulfur outside any ring
SMILES	TLR4-MyD88 BLA	NF-kB expr up	FLuc inhib CS	FLuc stim CS	Diaphorase inh	APP 5'UTR act	APP transl inh	STAT1 act	G6PDH CS	Diaphorase act
CSc1ncc(CN2CCN(C(C)C)C(CCO)C2)cn1 (stereo not drawn)	-1	0.86	-5	1.1	2	-5	6	103	10	1
Cc1nc(Nc2nc(CSc3nc4ccccc4[nH]3)cc(=O)[nH]2)nc2ccccc12	3	0.25	-3	1	31	4	-4	87	0	0.7
CCOC(=O)CSc1nc(N)c(C#N)c(-c2cccs2)c1C#N	4	1.1	-1	1	-3	-13	13	89	2	1
CCn1c(COc2ccc(C)cc2)nnc1SCC(=O)Nc1ccc2c(c1)OCCO2	-6	1.1	1	1	13	3	-3	103	6	0.9
CCCSc1ccc2nc(NC(=O)OC)[nH]c2c1	-1	1.8	23	0.8	-1	-92	92*	128	14	1

Continuation.
SMILES	TLR4-MyD88 BLA	NF-kB expr up	FLuc inhib CS	FLuc stim CS	Diaphorase inh	APP 5'UTR act	APP transl inh	STAT1 act	G6PDH CS	Diaphorase act
CC(NC(=O)C1CC=CCC1C(=O)O)C1CC2CCC1C2 (stereo not drawn)	-2	0.93	-7	1.1	6	0	0	107	2	0.9
COc1ccc(CCNC(=O)CCCOc2ccc(C)cc2)cc1OC	-14	1.5	-3	1	16	-3	3	97	15	0.8
C=CCNC(=S)NC(=O)c1ccc(C)c(Br)c1	-5	1.9	0	1	16	22	-22	125	16	0.8
COc1ccc(-n2c(=S)[nH]c3cc(C(=O)NCCCN4CCCC4=O)ccc3c2=O)cc1	-6	1.1	-6	1.1	31	3	-3	93	7	0.7
Cc1ccc(S(=O)(=O)N2CCCCC2C(=O)N2CCN(c3ccccc3F)CC2)cc1 (stereo not drawn)	-5	0.87	-4	1	13	-5	5	90	2	0.9
CCOc1ccc(C(=O)NC(=S)Nc2ccccn2)cc1[N+](=O)[O-]	-10	1.4	2	1	-10	31	-31	111	-2	1.1
O=C(COc1cc(Cl)c(Cl)cc1Cl)N1CCN(c2ccccn2)CC1	0	1.2	2	1	-16	3	-3	100	-8	1.2
COc1ccc(NC(=O)NNc2cc(N3CCOCC3)nc(N3CCOCC3)n2)cc1	17	1	0	1	16	36	-36	100	8	0.8
O=C(CN1CCC(O)(c2ccc3c(c2)OCO3)CC1)OC1CCCCC1	-9	0.99	-7	1.1	16	16	-16	102	-16	0.8
CC(=O)Nc1ccc(Br)cc1C(=O)C(=O)O	0	1	-10	1.1	8	-3	3	97	2	0.9
CCC(=O)Nc1ccc(NC(=O)C23CC4CC(CC(C4)C2)C3)cn1	-23	1.7	1	1	20	9	-9	103	2	0.8
COC(=O)COc1cccc(/C=N/NC(=O)CCSc2ccccc2)c1	8	1.3	-9	1.1	24	-7	7	99	8	0.8
CCOC(=O)c1sc2nc(C3CC3)cc(-c3ccc(OC)cc3)c2c1N	0	1.5	-10	1.1	6	-3	3	97	1	0.9
COc1ccc(C(C)=O)cc1COC(=O)Cn1cnc2ccccc2c1=O	-7	1.1	-2	1	16	-9	9	104	0	0.8
COc1ccc(S(=O)(=O)N(C)CC(=O)N2CCCC2)cc1Cl	-8	1.4	-5	1.1	4	2	-2	89	2	1
Cc1ccc(-n2c(C)c3c(C)nnc(C)c3c2C)cc1N	-4	0.97	-4	1	0	8	-8	99	8	1
Cc1cccc(C)c1C(=O)N[C@@H](Cc1ccccc1)C(=O)O	-3	1.1	-4	1	15	1	-1	106	8	0.8
CCCOc1ccc(-c2nc[nH]c2[N+](=O)[O-])cc1	5	1.1	-7	1.1	-14	6	-6	102	3	1.1
Cc1cc2ccccn2c1C(=O)c1ccc(Cl)c([N+](=O)[O-])c1	5	1.3	-11	1.1	14	-5	5	91	-3	0.9
Cc1occc1C(=O)NNC(=O)c1ccccc1C(=O)O	-1	1.4	0	1	12	181*	-181	146*	0	0.9
CN=C(NC)SC1CC(=O)N(c2ccccc2)C1=O (stereo not drawn)	7	1.1	-5	1	11	-1	1	104	7	0.9
Cc1ccc(CSc2ccc(-c3ccc4c(c3)OCO4)nn2)cc1	-3	2	5	0.9	4	4	-4	102	-1	1
CSCc1cc(N2CCCC2)nc(-c2ccccc2)n1	-4	1.1	-3	1	12	6	-6	87	4	0.9
Cc1ccccc1NC(=S)NN1CCN(C)CC1	0	0.91	-2	1	14	2	-2	106	8	0.9
C=CCN1C(=O)/C(=C\c2ccco2)C(C(=O)OC)=C1C	-15	1.1	5	1	4	-12	12	90	21	1
CC1=NN(c2ccccc2)C(=O)C1C(=O)c1ccc([N+](=O)[O-])cc1 (stereo not drawn)	1	0.91	-1	1	7	3	-3	95	6	0.9
CCC(C)NC(=O)CCn1c(-c2ccccc2)cc(C(C)=O)c1C (stereo not drawn)	-5	1.1	-5	1	9	8	-8	95	2	0.9
O=C(Nc1ccc(CN2CCOCC2)cc1)c1ccc(-c2cccc(Cl)c2)o1	-6	0.7	5	1	7	32	-32	106	7	0.9
CCCNC(=O)Cn1cnc2sc(C(=O)Nc3cc(OC)c(OC)c(OC)c3)c(C)c2c1=O	0	0.98	-6	1.1	10	x	x	90	-3	0.9
CC(=O)/C=C1\SC(CC(=O)O)C(=O)N1c1ccccc1 (stereo not drawn)	0	1.1	-1	1	7	-5	5	101	-1	0.9
O=C(COC(=O)c1cccnc1Nc1ccccc1F)NC1CC1	6	0.72	4	1	14	1	-1	114	4	0.9
COc1ccc(/C=N\NC(=O)CCc2c(C)n[nH]c2C)c(OC)c1OC	-16	0.82	-9	1.1	11	1	-1	98	-1	0.9
Nc1ccc(-c2nnc(-c3ccc(-c4ccccc4)cc3)o2)cc1	12	1.3	4	1	7	80	-80	139*	-2	0.9
Fc1ccc(-c2oncc2-c2nnnn2-c2ccccc2)cc1F	-1	1	-4	1	5	11	-11	106	-3	0.9
O=C(O)CCCC(=O)Nc1ccccc1C(=O)N1CCCC1	-6	1.1	-23	1.2	10	7	-7	97	12	0.9

Source: PubChem BioAssay

Random draw from the library. Share with any hit: about 5.6%.
